Source: PubChem
CRFBP-R2 block: CRF-BP/CRF-R2 complex antagonism | HEK293 CRF-R2/CRF-BP, CRF-induced calcium fluorescence | inhibition, % at 11.8 µM | 350,000 tested, 0.59% active;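 active = inhibition of the ligand-induced calcium signal above about 50% at the single tested concentration, limit read from the data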
CRFBP-R2 agonist: agonists of human CRF-binding protein/CRF-R2 receptor complex; AID 588473; activation, % at 13.2 µM; 350,000 tested, 0.46% active; HEK293 CRF-R2/CRF-BP, calcium dye fluorescence (FLIPR); percent of saturating CRF peptide response;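 active = activation of at least 50%, plus an integration ratio under a set limit after plate pattern correction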;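 note: plate controls were neutral control wells without compound for no effect and CRF at EC100 for full effect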
Starred values were filed as active, the others as inactive.

SMILES	CRFBP-R2 block	CRFBP-R2 agonist
Cc1cc2c(s1)c1cnn(CC(=O)NCCc3ccccc3)c(=O)c1n2C	3.8	-0.3
Cc1ccccc1S(=O)(=O)NCC1CCCO1 (configuration not stated)	-14.9	11.5
CN1CCc2nc(SCc3ccc(Cl)cc3)c(C#N)c(-c3cccs3)c2C1	0.7	4.3
C[C@@H](NC(=O)OC(C)(C)C)c1nnc(S(=O)(=O)Cc2ccccc2)o1	39.5	0.7
CC1=NOC(=O)/C1=C/c1ccc(N(C)C)cc1	-8.4	22.0
O=c1[nH]c2cccnc2n1-c1cccc([N+](=O)[O-])c1	-0.2	1.0
Cc1nccn1CC(=O)O	14.3	-1.1
COc1ccc(N2C(=O)N3[C@H](c4cccc(C)c4)[C@@H]4C(=O)N(Cc5ccccc5)C(=O)[C@@H]4[C@]3(Cc3ccccc3)C2=O)cc1	-11.0	3.8
Cc1cccc(-n2c(N)c(C(=O)NCCN3CCOCC3)c3nc4ccccc4nc32)c1	10.0	-1.1
CCCC[C@@H](CN[C@H](C)CNC)NCC1CCC(C(C)(C)C)CC1 (some centres not stated)	-15.8	2.7

Some values from the results shown:
Cc1ccccc1S(=O)(=O)NCC1CCCO1 (configuration not stated) – CRFBP-R2 agonist: 11.5
CN1CCc2nc(SCc3ccc(Cl)cc3)c(C#N)c(-c3cccs3)c2C1 – CRFBP-R2 block: 0.7
Cc1cccc(-n2c(N)c(C(=O)NCCN3CCOCC3)c3nc4ccccc4nc32)c1 – CRFBP-R2 block: 10.0
C[C@@H](NC(=O)OC(C)(C)C)c1nnc(S(=O)(=O)Cc2ccccc2)o1 – CRFBP-R2 block: 39.5

Further entries
SMILES	CRFBP-R2 block	CRFBP-R2 agonist
O=S(=O)(c1cccc2ccccc12)n1nnc2ccccc21	-5.8	-0.8
O=C(Cc1cn2ccsc2n1)OCc1nc2ccccc2s1	9.1	-0.6
O=C(c1ccc(F)cc1)C(CCCCCC(CN1CCOCC1)C(=O)c1ccc(F)cc1)CN1CCOCC1 (configuration not stated)	6.7	0.1
CCOC(=O)C1=C(C)N(CCCC(=O)O)C(=O)NC1c1ccccc1Cl (configuration not stated)	2.1	1.2
O=C/C=C/c1coc2ccc3ccccc3c2c1=O	-14.1	4.3
Cc1ccc(S(=O)(=O)N2CCN(CC(=O)N/N=C/c3ccccc3OCC(=O)O)CC2)cc1	5.0	1.4
COC(=O)C1=C(C)N(Cc2ccccc2)C(=NCC(C)C)N[C@H]1c1ccccc1	-24.1	14.2
CCC(=O)Nc1ccc(-n2nnnc2SCC(=O)NNC(=O)c2ccco2)cc1	7.2	2.1
Cc1ccc(-n2c(C)cc(/C=C3/SC(=O)N(CC(=O)N4CCOCC4)C3=O)c2C)nc1	3.1	0.8
Cc1cc(C)nc(-n2nc(C)cc2NC(=O)c2ccc(S(=O)(=O)N3CCOCC3)cc2)n1	-0.2	0.5
O=C(Nc1nc(-c2ccco2)c(-c2ccco2)s1)c1cnccn1	6.6	1.5
Cc1ccc2[nH]c3c(c2c1)CN(C(=O)CN1CCCCC1)CC3	-29.8	7.8
NC(=S)N/N=C/c1ccc(C23CC4CC(CC(C4)C2)C3)cc1	-17.8	3.0
COc1ccc2[nH]c3c(N4CC(C)OC(C)C4)ncnc3c2c1 (configuration not stated)	-3.7	-1.2
Cn1c(=O)c2c(nc(Oc3ccc4c(c3)OCO4)n2Cc2ccc(Br)cc2)n(C)c1=O	4.0	0.9
COc1ccccc1NS(=O)(=O)c1ccc(N/N=C(\C)C(C)C)c([N+](=O)[O-])c1	-12.3	-3.8
COCCN1C(=O)N[C@@H](c2ccccc2)C(C(C)=O)=C1C	6.5	-2.5
CN(C)CC(CCC(CN(C)C)C(O)(c1ccccc1)c1ccccc1)C(O)(c1ccccc1)c1ccccc1 (configuration not stated)	-5.2	7.9
CCOc1cc2nc(-c3ccc(OC)c(OC)c3)nc(N3CCOCC3)c2cc1OC	-24.7	-5.5
COC(=O)c1c(NC(=O)c2ccc(S(=O)(=O)N3CCOCC3)cc2)sc2c1CCN(C)C2	-20.0	0.2

Entries listed so far with a furan ring, fused or not (two):
SMILES	CRFBP-R2 block	CRFBP-R2 agonist
CCC(=O)Nc1ccc(-n2nnnc2SCC(=O)NNC(=O)c2ccco2)cc1	7.2	2.1
O=C(Nc1nc(-c2ccco2)c(-c2ccco2)s1)c1cnccn1	6.6	1.5

Next section.
SMILES	CRFBP-R2 block	CRFBP-R2 agonist
CCOC(=O)c1sc(Nc2nc(OC)cc(OC)n2)nc1C	-8.7	1.4
O=C1c2ccccc2C(=O)N1Cc1nc2ccccc2c(=O)n1Cc1ccco1	-4.7	-0.9
COc1ccc(-c2csc(NNC3=NCCCCC3)n2)cc1	-6.1	-3.4
O=C(c1ccc(Cl)nc1)c1cccs1	-5.0	-1.0
Cc1ccc(NC(=O)COc2ccc(C(=O)NCCc3ccccc3)cc2)cc1	7.1	-2.2
NC(=O)CN1CCOCCN(CC(N)=O)CCOCC1	9.9	-1.4
O=C(N1CCN(Cc2ccc3c(c2)OCO3)CC1)C12CC3CC(CC(C3)C1)C2	-11.3	-0.6
CC(NC(=O)/C(C#N)=C/c1ccc(Cl)c([N+](=O)[O-])c1)c1ccccc1 (configuration not stated)	-67.8	17.0
COC(=O)C1=C(C(=O)OC)[C@@H]2N(C)c3ccc(OC)cc3[C@@]23C[C@@H](C(=O)OC)N(C(=O)COCc2ccccc2)C3=N1	5.0	-1.1
O=C(O)CS(=O)(=O)c1ccc(Oc2ccc(S(=O)(=O)CC(=O)O)cc2)cc1	10.3	0.2
CCCOc1ccc(S(=O)(=O)N2C(=O)CC(=O)N(Cc3ccc(OCC)cc3)C2=O)cc1	2.1	-1.7
COc1ccc(-c2noc3c2-c2nc(-c4ccccc4C)sc2CC3)cc1	2.3	0.9
Cn1nc(C(=O)Nc2ccc(S(=O)(=O)NCc3ccco3)cc2)c2ccccc2c1=O	4.4	-0.8
COc1ccc(C)cc1Nc1n[n+](-c2ccccc2)c(-c2c(Cl)cccc2Cl)s1	-4.2	9.7
O=C(O)COc1ccccc1/C=C1\SC(=S)N(c2cccnc2)C1=O	2.7	-1.4
Cc1sc2nc(CN(CCc3ccccc3)C(=O)c3ccco3)[nH]c(=O)c2c1C	-7.0	-1.1
N#Cc1ccc(OCC(=O)Nc2cc(S(=O)(=O)N3CCOCC3)ccc2N2CCCC2)cc1	3.0	0.0
CC1(C)N([O-])c2cc([N+](=O)[O-])ccc2[N+]1=O	-3.0	0.8
CCOc1ccc(/C=C2\SC(=O)N(c3ccc(O)cc3)C2=O)cc1OC	17.2	-2.2
O=C(NCCNC(=O)c1cc(OCC(F)(F)F)ccc1OCC(F)(F)F)Nc1ccc(Cl)cc1	-2.7	6.1
COc1ccc(CCC(=O)Nc2cc(Cl)ccc2N2CCN(C)CC2)cc1	-6.9	2.1
CN(C)C(=S)N=Nc1[nH]c2ccccc2c1O	3.7	0.1
O=C(Nc1ccc(Nc2ccccc2)cc1)c1ccccc1	-10.1	2.8
CCOCCn1c(=O)c2c(nc3n2CCN3c2ccc(C)cc2)n(C)c1=O	2.6	0.3
CCC(c1nnc(SCCNCCO)n1CCN1CCOCC1)N(C)C (configuration not stated)	29.7	-1.9
Fc1ccc2[nH]c3c(N4CCN(Cc5ccc6c(c5)OCO6)CC4)ncnc3c2c1	-10.1	-0.3
Cn1c(=O)c2c(-c3ccc(OC(F)F)cc3)cc(-c3ccccc3)nc2n(C)c1=O	-9.5	3.9
Fc1ccc(Oc2ccnc(Cl)n2)c(Cl)c1	52.7*	-1.1
CCCS(=O)(=O)N1CCN(S(=O)(=O)c2ccccc2[N+](=O)[O-])CC1	0.6	-0.4
COc1ccccc1CN(Cc1nc2ccccc2c(=O)[nH]1)S(=O)(=O)c1ccc(C)cc1	-23.3	2.5

3 records drawn at random from the list so far:
SMILES	CRFBP-R2 block	CRFBP-R2 agonist
Cc1ccc2[nH]c3c(c2c1)CN(C(=O)CN1CCCCC1)CC3	-29.8	7.8
NC(=S)N/N=C/c1ccc(C23CC4CC(CC(C4)C2)C3)cc1	-17.8	3.0
COc1ccc(N2C(=O)N3[C@H](c4cccc(C)c4)[C@@H]4C(=O)N(Cc5ccccc5)C(=O)[C@@H]4[C@]3(Cc3ccccc3)C2=O)cc1	-11.0	3.8

Next section
SMILES	CRFBP-R2 block	CRFBP-R2 agonist
C/C=C\C(=O)Nc1cccc(C2=NOC3(C2)C[C@H](C(N)=O)N(C(=O)[C@H]2CCC(=O)N2)C3)c1 (some centres not stated)	1.0	1.0
COc1cc(/C=N/NC(=O)c2ccc3nc[nH]c3c2)cc(OC)c1OC	4.0	-0.5
Cc1cccc(/C=C/c2onc(C)c2[N+](=O)[O-])n1	6.5	0.3
CCOC(=O)C1=C(C)NC(SCC(=O)O)=NC1c1ccccc1 (configuration not stated)	-17.6	1.0
Cc1ccc(Sc2ccc(NC(=O)CCl)cc2)c(C)c1	-16.5	3.2
CCOP(=O)(c1ccccc1)c1nc(-c2ccccc2C)oc1N1CCCCC1 (configuration not stated)	-36.4	-2.8
CCOc1ccc(NC(=O)CSc2nc3nc4c(cc3c(=O)n2CC)COC(C)(C)C4)cc1	5.1	-0.1
COc1ccc(CNCC(=O)Nc2cc(C)nn2-c2nc(C)cc(C)n2)cc1OC	7.5	0.8
c1ccc(-n2cccc2CNC2CCCCC2)cc1	6.1	4.7
CCCN(CCC)c1nc2ccccc2nc1C(C#N)C(=O)OC(C)COC (configuration not stated)	11.3	5.3

Two entries from above, as labelled records:
structure: COc1ccc(CNCC(=O)Nc2cc(C)nn2-c2nc(C)cc(C)n2)cc1OC
  CRFBP-R2 block = 7.5
  CRFBP-R2 agonist = 0.8

structure: Cc1cccc(/C=C/c2onc(C)c2[N+](=O)[O-])n1
  CRFBP-R2 block = 6.5
  CRFBP-R2 agonist = 0.3

Later entries.
SMILES	CRFBP-R2 block	CRFBP-R2 agonist
CCOC(=O)c1cnc(Nc2nc3ccccc3o2)nc1CSc1ncccn1	11.5	-2.5
N#Cc1ccc(C23CC4(C2)[C@H](CN(Cc2ccc(-c5ccccc5)cc2)[C@@H]4c2ccccc2)C3c2ccc(C(F)(F)F)cc2)cc1 (some centres not stated)	-1.1	4.6
O=c1c(Cl)c(Cl)cnn1Cc1ccccc1Cl	13.3	-0.8
Cc1cc(C)c2cc(CN(CCO)C(=O)Nc3ccc(Cl)cc3)c(=O)[nH]c2c1	5.0	-0.2
CC(C(=O)N1CCCCC1)N(C)CC(=O)Nc1cccc(F)c1 (configuration not stated)	-3.8	-0.6
COc1ccc(C2C(C(=O)Nc3cccc(C)n3)CCC(=O)N2c2ccc(OC)cc2)cc1 (configuration not stated)	-16.2	-0.2
O=S(=O)(c1cccs1)N1CN(C2CCCC2)c2nc3ccccc3nc21	-8.2	-1.9
Cc1nnc2n1N=C(c1ccc3c(c1)NC(=O)CO3)CS2	3.6	0.2
CC(=O)C(Sc1ncnc2c1nnn2-c1ccc(F)cc1)C(=O)N(C)C (configuration not stated)	-23.9	0.7
Cc1cc(NC(=O)CSc2nc(C3CC3)nc3sc4c(c23)CCC(C)C4)no1 (configuration not stated)	3.0	6.8
CC(C)C[C@@H](COc1ccccc1)N1CCN(Cc2ccccc2)CCC1=O	1.9	-3.3
C#CCOCCOCCOCCNc1nc(N2CCN(C(=O)[C@H](Cc3cc4ccccc4[nH]3)n3cc([C@@H](N)Cc4ccc(O)cc4)nn3)CC2)nc(N2CCN(C(=O)[C@H](Cc3cc4ccccc4[nH]3)n3cc([C@@H](N)CC(C)C)nn3)CC2)n1	15.6	-3.3
Cc1cc(CNC(=O)[C@H]2C[C@@H]2[C@H](NP(=O)(c2ccccc2)c2ccccc2)c2ccccc2)nn1C	11.4	-0.6
CC(C)=CCN1CCN(Cc2cn[nH]c2C2CCCCC2)CC1CCO (configuration not stated)	-17.3	-0.4
CC(=O)Nc1ccc(S(=O)(=O)NC(CC(=O)NC2CCCCC2C)C(C)C)cc1 (configuration not stated)	-11.3	-1.0
CCn1cnc2cc(NCc3ccc(Br)cc3)ccc21	-60.0	51.8*
N=c1scc(-c2ccccc2)n1/N=C/c1ccco1	21.8	-2.4
O=C1CN2Cc3c(ccc(Cl)c3Cl)N=C2N1	0.5	1.9
CC(C)(C)OC(=O)N[C@@H](Cc1ccccc1)c1nnc(S(=O)(=O)Cc2cccc(F)c2)o1	23.6	14.5
CCCCCCn1c(=O)[nH]c2nc3cc(N)ccc3nc2c1=O	-307.7	274.7*
COc1cc2c(cc1OC)/C(=C/C(=O)N1CCOCC1)NC(C)(C)C2	18.2	0.5
O=C(CNC(=O)c1ccccc1O)N/N=C/c1cc(Br)ccc1OC(=O)/C=C/c1ccco1	-47.8	4.9
Oc1c(C=NCc2ccncc2)sc2ccccc12	-18.9	4.1
Cc1cc(=O)n2[nH]c(-c3sccc3-n3c(C)ccc3C)cc2n1	-21.5	-2.1
CC(=O)Cc1nsc(NC(=O)c2ccc(-c3ccc(Cl)c(C(F)(F)F)c3)o2)n1	-7.1	-1.3
S=c1[nH]nc(-c2cccc(Cl)c2)n1/N=C/c1ccco1	-21.0	-0.7
COC(=O)c1ccccc1NC(=O)Cn1cnc2c(cnn2-c2ccc(C)c(C)c2)c1=O	-3.5	-0.5

This is a subset; the hit share may differ from the screen's.
